KCNH2 3.1 block: inhibitors of human KCNH2 3.1 potassium channel isoform; U2OS KCNH2 3.1, thallium flux FluxOr; active compounds read low; activity change, % (tested at about 1.8 µM); 340,000 compounds, 0.95% hits; AID 720553;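 active means maximum activity change below -70%; inconclusive means maximum activity change from -70% to -50%; inactive means maximum activity change above -50%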;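 further: thallium influx rate constant from kinetic fluorescence after stimulation buffer; on the % scale 0 is the no-effect control and ±100 the full control effect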
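Channel expression came from 3.1 mutant virus (1.77 x 10^8 /mL) applied to suspended U2OS cells for 4 h. Flux was tracked with FluxOr dye plus Red40 quencher, and kinetic rate constants normalized to controls.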
Eya2 inh: Eya2 (human) phosphatase inhibition; recombinant Eya2, OMFP fluorescence dephosphorylation (OMFP is methylfluorescein phosphate); Potency, µM (highest dose often 76.9 µM), inactives show top-dose activity, negative = inhibition, usual class: inhibitors; O00167; 330,000 compounds, 0.006% hits; further: potency means the concentration at half of the fitted maximal effect; on the % scale 0 is the no-effect control and ±100 the full control effect
Target sequence (O00167 whole entry, looked up): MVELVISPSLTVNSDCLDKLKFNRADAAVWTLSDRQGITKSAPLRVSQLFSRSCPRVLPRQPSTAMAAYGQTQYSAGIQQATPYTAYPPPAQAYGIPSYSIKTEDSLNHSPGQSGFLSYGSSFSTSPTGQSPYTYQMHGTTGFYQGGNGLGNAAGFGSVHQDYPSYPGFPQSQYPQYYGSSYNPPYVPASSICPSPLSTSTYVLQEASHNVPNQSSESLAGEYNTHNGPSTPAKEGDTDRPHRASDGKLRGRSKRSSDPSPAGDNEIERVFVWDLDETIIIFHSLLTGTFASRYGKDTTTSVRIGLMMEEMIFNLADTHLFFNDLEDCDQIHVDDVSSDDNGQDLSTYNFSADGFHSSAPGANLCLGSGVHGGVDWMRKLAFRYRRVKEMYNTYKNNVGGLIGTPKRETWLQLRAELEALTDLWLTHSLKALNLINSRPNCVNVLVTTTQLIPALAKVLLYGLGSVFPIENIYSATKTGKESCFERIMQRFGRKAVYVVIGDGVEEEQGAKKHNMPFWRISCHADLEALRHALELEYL
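Eya2 (0.2 uM) preincubated 10 min at ambient with compound, then OMFP substrate added at 50 uM; 10 min reaction in 50 mM HEPES pH 7.5, 50 mM NaCl, 5 uM MgCl2, 0.05% BSA, 1 mM DTT. Fluorescence read at Ex 485/Em 525 nm.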
TSHR antagonist: blocks TSH signaling through the human TSH receptor; 330,000 compounds, 0.2% hits; activity change, negative = inhibition, % at 11.5 µM; TSHR-expressing cells, TSH-stimulated cAMP HTRF, 2 h; active compounds read low; AID 504810;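 active means activity change below a set negative limit, meaning inhibition stronger than a set level, cut at about -70% in these data; inconclusive means activity change between two set negative limits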; further: on the % scale 0 is the no-effect control and ±100 the full control effect
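Competitive HTRF cAMP read-out (cryptate anti-cAMP antibody, cAMP-d2; 30 min, room temperature) in freshly harvested TSHR cells. Compounds added before TSH at EC80 (4nM final), followed by 2 hours' incubation at 37 deg C.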
ELG1 repair inh: inhibitors of ELG1-dependent DNA repair in HEK293T cells | HEK293T ELG1-luciferase reporter, luminescence, 16 h; DNA damage induced by 5-fluorouridine | Potency, µM (highest dose often 46.1 µM), inactives show at the highest dose activity change, negative = inhibition, usual class: inhibitors | 330,000 compounds, 2.3% hits | AID 504467; further: potency means the concentration at half of the fitted maximal effect; on the % scale 0 is the no-effect control and ±100 the full control effect; nearly all actives have a fitted effect of over 55% in size
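HEK293T cells expressing luciferase-tagged ELG1 (2,000/well) received 5-Fluorouridine plus compound or DMSO for 16 hr at 37 °C. Luciferase was read by ONE-Glo luminescence after 30 min at room temperature.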
TCR activator: T cell receptor activation | primary human leukocytes, anti-CD3, IL-2 HTRF, 48 h | Potency, µM (titrated, usually from 9.22 µM), for inactives: at the top dose activation of IL-2 secretion, hits mostly activators | 330,000 tested, under 10 active | AID 504894; further: % of control where 0% means no effect
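Using a-CD3 beads without co-stimulation, primary human leukocytes were exposed to compounds for 48 hr. An HTRF IL-2 kit measured the cytokine, with europium-to-d2 energy transfer producing emission at 665nm upon 320nm excitation.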
Mito fusion yeast: blocks mitochondrial division or promotes mitochondrial fusion; S. cerevisiae fusion-defective mutant growth rescue, CellTiterGlo 48 h; Potency, µM (doses to about 46.1 µM), without a hit: at the top dose growth rescue (activation), actives largely listed as activators; 320,000 compounds, 0.23% hits; AID 485298;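 further: potency means the concentration at half of the fitted maximal effect; % of control where 0% means no effect; nearly all actives have a fitted effect of over 45% in size; temperature-sensitive fusion mutants such as fzo1-1 at 37 °C on non-fermentable ethanol glycerol medium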
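Compounds are tested for their ability to restore growth of mitochondrial fusion-defective yeast strains at non-permissive 37C in YPEG medium over 48 hours. Viability is quantified by luciferase luminescence.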
KCNH2 WT inh: KCNH2 (human, wildtype) channel inhibition | U2OS, BacMam KCNH2, thallium flux FluxOr; active compounds read low | activity change, % at 1.84 µM | 340,000 compounds, 0.37% hits | AID 720551;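 active means maximum activity change below -70%; inconclusive means maximum activity change between -70% and -50%; inactive means maximum activity change above -50%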; further: on the % scale 0 is the no-effect control and ±100 the full control effect
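U2OS cells transduced with wild-type KCNH2 virus are loaded with FluxOr dye for 45 min, and thallium flux is measured in kinetic reads before and after stimulation buffer. Rate constants are normalized to DMSO controls.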
USP2a inh: inhibitors of human ubiquitin-specific protease USP2a; USP2 core, Ub-CHOP2 coupled fluorogenic reporter, 485/531; Potency, µM (highest dose often 38.3 µM), for inactives: at the highest dose activity change, negative = inhibition, actives largely listed as inhibitors; 330,000 compounds, 0.01% hits; AID 463254; O75604;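 further: potency means the concentration at half of the fitted maximal effect; plate controls were DMSO wells for no effect and full inhibition by NEM control for full effect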
Target sequence (O75604 whole entry, looked up): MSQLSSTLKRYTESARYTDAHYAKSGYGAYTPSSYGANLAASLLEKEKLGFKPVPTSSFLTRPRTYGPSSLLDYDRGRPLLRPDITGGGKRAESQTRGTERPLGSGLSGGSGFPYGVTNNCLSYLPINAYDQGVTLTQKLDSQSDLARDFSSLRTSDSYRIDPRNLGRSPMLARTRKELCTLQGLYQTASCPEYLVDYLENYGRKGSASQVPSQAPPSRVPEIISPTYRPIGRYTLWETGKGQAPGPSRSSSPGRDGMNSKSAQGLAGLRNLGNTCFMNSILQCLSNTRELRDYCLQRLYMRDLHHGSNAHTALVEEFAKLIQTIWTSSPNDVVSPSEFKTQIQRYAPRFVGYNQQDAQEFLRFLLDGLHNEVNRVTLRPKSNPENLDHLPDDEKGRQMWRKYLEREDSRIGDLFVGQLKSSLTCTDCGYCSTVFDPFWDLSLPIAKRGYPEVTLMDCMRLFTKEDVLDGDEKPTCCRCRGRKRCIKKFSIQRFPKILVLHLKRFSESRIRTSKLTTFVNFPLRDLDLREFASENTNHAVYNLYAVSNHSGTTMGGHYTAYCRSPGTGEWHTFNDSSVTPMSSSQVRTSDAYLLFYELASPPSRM
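USP2 core (10nM final) preincubated 30min RT with compound in 20mM Tris-HCl pH 8.0, 2mM CaCl2, 2mM beta-mercaptoethanol, 0.05% CHAPS; 25nM Ub-CHOP2 plus 25nM reporter substrate added, fluorescence (Ex485/Em531) read after 60min.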
TRPV1 ag: agonists of human vanilloid receptor 1 (TRPV1); Q8NER1; TRPV1-expressing cells, Fluo-8 calcium influx, agonist mode; 320,000 compounds, 0.19% hits; AID 540275; activation, % at 8.33 µM; in the data active means activation above about 80%; inconclusive means between about 30% and that limit; further: 0% is about no effect
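Cells expressing TRPV1 were dye-loaded with Fluo-8 and read kinetically: 10 s baseline, 3 min after compound (agonist portion), then 2 min after EC20 capsaicin (allosteric enhancer portion). Calcium-bound dye fluorescence at 480/520 nm.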
A-T KAP1 phos: potential ataxia-telangiectasia treatments restoring KAP-1 phosphorylation; 320,000 compounds, 0.19% hits; AID 485349; Potency, µM (top dose mostly 57.5 µM), inactives show top-dose activation, most hits filed as activators; […] A-T fibroblasts, KAP-1 phosphorylation AlphaLISA; neocarzinostatin DNA damage 30 min before lysis; further: potency means the concentration at half of the fitted maximal effect; % of control where 0% means no effect; nearly all actives have a fitted effect of over 45% in size
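hTERT-immortalized A-T patient fibroblasts ([…]), 500 cells/well in OPTI-MEM, 1% FBS, got compounds for 60 min, then NCS for 30 min at 37C. Lysates were then assayed for phospho-KAP-1 by AlphaLISA (anti-pKAP1 donor, anti-KAP1 acceptor beads), 6 hr at 25C.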
* hit, by the source's call; i = inactive; ? = inconclusive; . = no result given; [ ] = another dose, or the depositor's remark. Unless noted, the call rests on the fitted dose curve; in most records, active means well fitted curve in the direction sought with a large enough effect; inconclusive means small, poorly fitted or top-dose-only effect, or another doubt; inactive means no such curve, though single readings can be large; an effect the other way counts as inactive or inconclusive. This is a subset; count on the stated rates, not on these rows.

Screens in order: Eya2 inh	ELG1 repair inh	Mito fusion yeast	KCNH2 3.1 block	USP2a inh	TRPV1 ag	TSHR antagonist	A-T KAP1 phos	KCNH2 WT inh	TCR activator
Cc1ccc(NC(=O)CCC(=O)NNC(=O)c2cccc([N+](=O)[O-])c2)cc1C
→ 10%	-1%	-1%	-5	-1%	6	-1	7%	3	.
CCN(CC)c1ccc(NC(=O)COC(=O)C2CCN(c3ccc(C(F)(F)F)cn3)CC2)cc1
→ -27%	18%	13%	-20	0%	3	-14	-10%	5	0%
CCCOc1ccc(C(=O)Nc2cc(-c3nn4c(C)nnc4s3)ccc2C)cc1
→ 7%	12%	-5%	9	3%	.	4	11%	-1	-2%
CC(=O)N/C(=C\c1ccccc1)C(=O)OCC(=O)c1c(N)n(C)c(=O)n(C)c1=O
→ -4%	11%	.	3	2%	.	16	-6%	-7	3%
CCCCNC(=O)c1ccc(NS(=O)(=O)c2ccc3[nH]c(=O)[nH]c3c2)cc1
→ 5%	2%	-1%	5	0%	-3	-11	-3%	-3	-1%
CCCCCCCn1ccc(=N)cc1
→ ?	?	0%	8	0%	1	-27	7%	-4	-3%
CCc1ccccc1NC(=O)c1ccccc1N1C(=O)C2C3C=CC(C3)C2C1=O (stereo not drawn)
→ 15%	-7%	8%	15	-2%	-2	39	11%	0	-1%
O=C(CSc1nnc(Cc2ccccc2)o1)c1ccccc1
→ -11%	?	6%	12	-1%	18	5	4%	-4	-4%
CCSc1ncc(C#N)c(=O)[nH]1
→ -21%	3%	1%	7	1%	-1	0	1%	4	-9%
c1ccc(-c2nc(NCc3ccco3)c3ccccc3n2)cc1
→ -2%	-30%	30%	-17	-6%	-1	-3	.	6	4%[46.1 µM]
COc1ccccc1N1CCN(S(=O)(=O)c2c(C(=O)N3CCOCC3)c(C)n(C)c2C)CC1
→ 9%	18%	6%	7	3%	3	8	3%	-12	0%
CCCNC(=O)NC(=O)COc1ccc2oc3ccccc3c2c1
→ 9%	0%	-5%	13	2%	2	-6	2%	14	21%
COc1ccc(-c2nc(SC)n(S(=O)(=O)c3ccccc3)n2)cc1
→ -7%	?	3%	-3	0%	-1	-23	12%	-22	2%
Cc1ccc2sc(NC(=O)c3ccc(N4C(=O)CCC4=O)cc3)nc2c1C
→ -4%	-1%	-1%	-14	1%	-1	-13	8%	-15	-5%
CCC(=O)NC(=S)Nc1cccc(C(C)=O)c1
→ 9%	5%	-5%	.	5%	-2	20	0%	-5	-7%
CCCN(CC(=O)Nc1ccccc1C)C(=O)c1ccc(OCc2c(C)noc2C)cc1
→ 26%	4%	-5%	-11	0%	4	5	11%	8	7%
CCc1cccc(C)c1NC(=O)c1ccccc1
→ -12%	-1%	-1%	-2	1%	10	8	0%	-33	-9%
CCn1c2ccccc2c2cc(NC(=O)CSc3nnc(-c4ccccc4OC)n3N)ccc21
→ 1%	0%	9%	3	-7%	1	-9	-2%	8	4%
CCC(=O)c1c[nH]c(C(=O)NCCCn2ccnc2)c1
→ 1%	13%	-8%	-4	3%	-5	-1	3%	-4	1%
CCOC(=O)C1(Cc2ccccc2)CCN(Cc2cccn2-c2cccnc2)CC1
→ -8%	?	-4%	12	-5%	22	-11	-1%	21	6%

(cont.)
Screens in order: Eya2 inh	ELG1 repair inh	Mito fusion yeast	KCNH2 3.1 block	USP2a inh	TRPV1 ag	TSHR antagonist	A-T KAP1 phos	KCNH2 WT inh	TCR activator
CCN(Cc1ccccc1)C(=O)CN1C(=O)NC2(CC(C)CC(C)(C)C2)C1=O (stereo not drawn)
→ -1%	1%	4%	-17	1%	0	-1	0%	10	1%
Cc1ccnc(N2C(=O)OC(C)(C)C2(C)O)c1 (stereo not drawn)
→ 11%	8%	-3%	-5	1%	-3	-3	-5%	3	3%
COc1cc(N)c(Cl)cc1C(=O)OCC(=O)N1CCc2ccccc21
→ -7%	12%	1%	-17	-2%	3	2	3%	-4	-3%
Cc1ccc(S(=O)(=O)N(Cc2ccccc2Cl)C(=O)N2CCN(C)CC2)cc1
→ 4%	14%	-2%	1	1%	-1	7	-6%	-3	3%
CN(CCC#N)C(=O)COC(=O)C1c2ccccc2Oc2ccccc21
→ 2%	-5%	3%	-18	-2%	3	5	4%	-10	1%
COc1ccc(NS(=O)(=O)c2ccc(Cl)c(N)c2)cc1Br
→ -3%	?	9%	-7	-4%	9	12	2%	13	0%
O=C1C(Cl)=C(N2CCC(C(=O)O)CC2)C(=O)c2ccccc21
→ 5%	-20%	-7%	7	2%	1	7	18%	1	2%
COc1ccc(/C=N/NC(=O)CNc2ccc(Br)cc2)c(C(=O)O)c1OC
→ 10%	13%	-1%	-3	4%	0	-2	-10%	i	1%
CC(=O)OC(C(=O)Nc1nccs1)c1ccccc1 (stereo not drawn)
→ -17%	5%	2%	2	3%	-2	-7	-4%	18	.
COc1ccccc1OCC(=O)Nc1ccccc1C(=O)NCc1ccco1
→ 2%	?	10%	0	2%	2	-4	.	2	-1%[46.1 µM]
CC(C)CNc1nc(SCC(=O)Nc2ccccc2)nc(N2CCOCC2)n1
→ -11%	?	-4%	-21	-1%	4	-6	0%	-4	6%
CC(=O)Nc1ccc(NC2=CC(=O)CC(C)(C)C2)cc1
→ 3%	-10%	-3%	-28	1%	0	14	-1%	-15	-8%
CCCn1c2ccccc2c2cnn(CC(=O)OC)c(=O)c21
→ 4%	11%	8%	6	1%	2	0	-7%	-8	3%
COc1ccc(OC)c(NC(=O)Cc2cccs2)c1
→ 0%	8%	3%	-20	1%	-9	33	10%	-15	7%
CSCCC(NC(=O)COc1ccccc1)C(=O)N1CCCCC1 (stereo not drawn)
→ 6%	28%	1%	14	2%	3	3	-3%	-4	-206%
CCOc1ccc(N(CCCCO)C(=S)NC(=O)c2ccc(C)c(Br)c2)cc1
→ ?	13%	-2%	3	5%	14	8	-4%	4	5%
CC(=O)Nc1c(O)c2ccccc2[nH]c1=O
→ 2%	6%	-3%	-11	2%	0	4	1%	4	0%
CCc1ccc(NC(=O)Cn2nnc(-c3ccc(C)cc3-n3cnnn3)n2)cc1
→ 3%	16%	-5%	-3	8%	0	-6	7%	-8	3%
COCCCNC(=O)c1ccc(CS(=O)(=O)c2cccc(C(F)(F)F)c2)o1
→ 14%	14%	6%	21	5%	0	2	-5%	11	-3%
O=C(COC(=O)/C=C/c1ccc(S(=O)(=O)N2CCOCC2)cc1)Nc1ccccc1F
→ 3%	0%	.	-13	2%	.	-5	-3%	-17	6%[46.1 µM]

Later entries
Screens in order: Eya2 inh	ELG1 repair inh	Mito fusion yeast	KCNH2 3.1 block	USP2a inh	TRPV1 ag	TSHR antagonist	A-T KAP1 phos	KCNH2 WT inh	TCR activator
CCCC(=O)Nc1cc(C(=O)O)ccc1S(=O)(=O)c1ccc(Cl)cc1
→ -6%	4%	-1%	-2	4%	4	-3	14%	-3	-3%
COc1ccc(Nc2nccc(-c3ccc([N+](=O)[O-])cc3)n2)cc1
→ -3%	7%	-8%	17	3%	-3	-5	0%	0	-3%
CCC(C)(C(=O)NC1CCCC1)N(C(=O)Cc1cccs1)c1c(C)n(C)n(-c2ccccc2)c1=O (stereo not drawn)
→ 14%	9%	6%	8	0%	-2	-1	0%	-12	-8%
Cc1cc(C)cc(C(=O)NC(CC(N)=O)c2ccc(N3CCC(Cc4ccccc4)CC3)c([N+](=O)[O-])c2)c1 (stereo not drawn)
→ 5%	2%	-1%	6	1%	1	1	-1%	6	10%

Exported as a markdown table: part of the list above.
| mol | Eya2 inh | ELG1 repair inh | Mito fusion yeast | KCNH2 3.1 block | USP2a inh | TRPV1 ag | TSHR antagonist | A-T KAP1 phos | KCNH2 WT inh | TCR activator |
| --- | --- | --- | --- | --- | --- | --- | --- | --- | --- | --- |
| CCC(=O)NC(=S)Nc1cccc(C(C)=O)c1 | 9% | 5% | -5% | . | 5% | -2 | 20 | 0% | -5 | -7% |
| CCCN(CC(=O)Nc1ccccc1C)C(=O)c1ccc(OCc2c(C)noc2C)cc1 | 26% | 4% | -5% | -11 | 0% | 4 | 5 | 11% | 8 | 7% |
| CCc1cccc(C)c1NC(=O)c1ccccc1 | -12% | -1% | -1% | -2 | 1% | 10 | 8 | 0% | -33 | -9% |
| CCn1c2ccccc2c2cc(NC(=O)CSc3nnc(-c4ccccc4OC)n3N)ccc21 | 1% | 0% | 9% | 3 | -7% | 1 | -9 | -2% | 8 | 4% |
| CCC(=O)c1c[nH]c(C(=O)NCCCn2ccnc2)c1 | 1% | 13% | -8% | -4 | 3% | -5 | -1 | 3% | -4 | 1% |
| CCOC(=O)C1(Cc2ccccc2)CCN(Cc2cccn2-c2cccnc2)CC1 | -8% | ? | -4% | 12 | -5% | 22 | -11 | -1% | 21 | 6% |

High-throughput results: PubChem, National Center for Advancing Translational Sciences (NCATS)
